# GPR151 ag: activators of human GPR151, primary screen, cell-based, PathHunter beta-arrestin, luminescence; G-protein coupled receptor 151 (Homo sapiens), Q8TDV0; PathHunter beta-arrestin GPR151 cells; activation, % at 11.2 µM; 650,000 compounds, 1% hits; AID 1508602, 2020; in the data active = activation above about 4.9%;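 also: 0% = median of compound wells and 100% = cells with positive control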
# Target sequence (Q8TDV0 whole entry, looked up): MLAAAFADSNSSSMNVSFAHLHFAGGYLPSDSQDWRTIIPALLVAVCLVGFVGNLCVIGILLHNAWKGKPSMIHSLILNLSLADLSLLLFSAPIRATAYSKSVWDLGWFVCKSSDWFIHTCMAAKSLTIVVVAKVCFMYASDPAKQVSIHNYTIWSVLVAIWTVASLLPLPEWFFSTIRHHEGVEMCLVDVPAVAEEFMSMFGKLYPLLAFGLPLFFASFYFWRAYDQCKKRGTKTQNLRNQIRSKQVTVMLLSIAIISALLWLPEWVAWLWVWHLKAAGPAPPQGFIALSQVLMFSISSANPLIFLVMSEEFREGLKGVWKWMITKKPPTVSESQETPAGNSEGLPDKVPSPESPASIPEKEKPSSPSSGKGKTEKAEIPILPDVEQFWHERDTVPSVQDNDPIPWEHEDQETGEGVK
# FBW7 act: FBW7 E3 ligase activators, primary screen, biochemical, AlphaScreen, human; F-box/WD repeat-containing protein 7 (Homo sapiens), Q969H0; AlphaScreen FBW7–phospho-cyclin E peptide binding, activator screen; normalized activity (activation), % at 26.1 µM; 650,000 compounds, 0.13% hits; in the data active = normalized activity above about 1.9%;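 also: purified mutant Fbw7 with reduced substrate affinity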
# MITF inh: MITF inhibitors, primary screen, biochemical, AlphaScreen, human; Microphthalmia-associated transcription factor (Homo sapiens), O75030; AlphaScreen MITF homodimerization, bead proximity signal; inhibition, % at 2.6 µM; 650,000 compounds, 0.91% hits; in the data active = inhibition above about 50%;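 also: 0% = vehicle wells with protein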
# Target sequence (O75030 whole entry, looked up): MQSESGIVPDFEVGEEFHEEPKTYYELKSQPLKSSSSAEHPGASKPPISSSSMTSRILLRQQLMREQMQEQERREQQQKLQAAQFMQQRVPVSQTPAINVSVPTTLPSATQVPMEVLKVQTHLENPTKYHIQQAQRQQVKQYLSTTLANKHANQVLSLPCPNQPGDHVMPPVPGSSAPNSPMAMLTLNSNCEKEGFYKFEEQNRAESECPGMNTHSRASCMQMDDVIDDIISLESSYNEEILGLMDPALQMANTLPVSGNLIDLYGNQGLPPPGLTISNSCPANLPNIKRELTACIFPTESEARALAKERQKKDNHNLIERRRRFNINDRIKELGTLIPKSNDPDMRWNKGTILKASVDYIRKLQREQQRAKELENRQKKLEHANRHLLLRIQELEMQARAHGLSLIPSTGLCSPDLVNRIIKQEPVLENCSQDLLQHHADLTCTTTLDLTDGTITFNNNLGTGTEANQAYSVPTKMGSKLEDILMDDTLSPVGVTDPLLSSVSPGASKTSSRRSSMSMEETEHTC
# TEAD-YAP inh: TEAD-YAP interaction inhibition, primary screen, TEAD-YAP interaction inhibitor project, luminescence, HEK-TIYL cells | 640,000 compounds, 1.4% hits | TEAD-Gal4/YAP UAS-luciferase luminescence | inhibition, % at 9.12 µM; in the data active = inhibition above about 32%;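 also: 0% = median of test compound wells and 100% = reference inhibitor wells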
# * = called active by the depositor.
# Each structure is followed by: GPR151 ag	FBW7 act	MITF inh	TEAD-YAP inh
CC(=O)Nc1ccc(-c2csc(NC(=O)COc3ccc(C(C)=O)cc3)n2)cc1
 : 0.3	0.0	-5	-3
O=C(O)C1CCCN(S(=O)(=O)c2cc(Cl)ccc2Cl)C1 (centres undefined)
 : -1.4	-0.1	9	1
Cc1ccccc1N(CC(=O)NC(C(C)C)C(C)C)S(C)(=O)=O
 : 0.5	0.0	-3	8
Cc1ccc(C(=O)n2nnc3ccccc32)cc1
 : 0.3	1.2	8	-1
Cn1c(SCC(=O)Nc2ccc3nc(SCC(=O)c4ccc(Cl)cc4)sc3c2)nnc1-c1ccc(N)cc1
 : 5.5*	29*	-40	20
CC1=C(C(=O)OCC(C)C)C(c2ccc(Cl)c(Cl)c2)NC(=O)N1 (centres undefined)
 : -0.8	0.0	10	-1
Cc1ccc(Cn2c(=S)[nH]c3ncccc3c2=O)cc1
 : 1.9	0.3	12	7
CN1CCN(C(c2ccccc2Cl)c2nnnn2Cc2ccco2)CC1 (centres undefined)
 : -1.7	0.8	20	-39
O=C(c1cscn1)N1CCc2c(nc(N3CCCCC3)[nH]c2=O)C1
 : 0.4	-0.2	4	-5
Clc1ccc(C2Oc3ccccc3C3=C2C(c2cccs2)n2ncnc2N3)cc1 (centres undefined)
 : -0.1	0.0	4	-10
Cc1ccc(-c2nnc(SCC(=O)Nc3sccc3C(N)=O)n2N)cc1
 : -2.1	0.0	-2	6
COC(=O)c1c(-c2cccs2)csc1N
 : -0.4	-0.1	1	-12
CCOC(=O)C1=CC2C3C(=O)N(Cc4ccccc4)C(=O)C3C1C1C(=O)N(Cc3ccccc3)C(=O)C21 (centres undefined)
 : 0.6	0.2	14	7
O=C(CSc1nc2ccccc2n1CC(=O)N1CCOCC1)NC1CCCC1
 : -0.2	0.3	23	8
CC(NC(=O)c1ccc2c(c1)OCO2)C12CC3CC(CC(C3)C1)C2 (centres undefined)
 : -0.6	0.1	8	-4

# More records.
# Each structure is followed by: GPR151 ag	FBW7 act	MITF inh	TEAD-YAP inh
Cc1ccc(-n2nnnc2SCC(=O)Nc2nn(-c3ccccc3)nc2C(N)=O)cc1Cl
 : 1.9	-0.1	5	-4
COc1ccc(C(=O)N/C(=C/c2cccc([N+](=O)[O-])c2)C(=O)Nc2cc(Cl)ccc2C)c(Cl)c1
 : 12*	0.0	-11	-8
COc1ccc(-c2nc(N)c3[nH]cnc3n2)cn1
 : -0.6	-0.1	-19	-11
CSc1nnc(C2CCCN2C(=O)C2CCCC2)n1C (centres undefined)
 : -0.9	0.1	6	6
COC(=O)c1csc(S(=O)(=O)NCc2ccc(S(N)(=O)=O)cc2)c1OC
 : 0.5	0.0	10	-5
COc1cccc(C(=O)NC2CC3CCC2C3)c1 (centres undefined)
 : 0.9	0.1	4	-27
O=C(NCC1COc2ccccc2O1)c1cc(F)c(F)cc1Cl (centres undefined)
 : 0.5	0.5	6	-47
COc1ccccc1NC(=O)CSc1nc(C)cc(C(F)(F)F)n1
 : 0.9	0.0	8	3
COc1ccc(O)c(/C=N/NC(=O)c2cccnc2)c1
 : -0.2	0.1	48	15
Cc1ccc(NC(=O)C(C)Oc2ccccc2)c(C(=O)O)c1 (centres undefined)
 : 2.2	0.2	5	-4
O=C(CN1CCC(c2ccc3c(c2)OCO3)CC1)NC1CC1
 : -0.8	0.0	17	-1
Cc1c(C(=O)N2CCCCC2)sc(NC(=O)c2ccco2)c1C#N
 : -1.0	-0.2	-4	-10
Cc1ccc(NC2=C(Cl)C(=O)N(Cc3ccccc3)C2=O)cc1C
 : 1.2	-0.1	12	18
CCC(=O)N1CCc2cc(S(=O)(=O)N3CCc4ccccc43)ccc21
 : -0.5	-0.1	-3	-11
COc1ccc(-n2cnc3cc(C(=O)NCc4cccnc4)ccc32)cc1
 : -0.5	0.1	-2	-21

# Quoted at random: 4 entries already listed, in no set order.
# Each structure is followed by: GPR151 ag	FBW7 act	MITF inh	TEAD-YAP inh
COc1ccc(C(=O)N/C(=C/c2cccc([N+](=O)[O-])c2)C(=O)Nc2cc(Cl)ccc2C)c(Cl)c1
 : 12*	0.0	-11	-8
Cc1ccc(NC(=O)C(C)Oc2ccccc2)c(C(=O)O)c1 (centres undefined)
 : 2.2	0.2	5	-4
COc1ccc(-n2cnc3cc(C(=O)NCc4cccnc4)ccc32)cc1
 : -0.5	0.1	-2	-21
CSc1nnc(C2CCCN2C(=O)C2CCCC2)n1C (centres undefined)
 : -0.9	0.1	6	6

# The list continues:
# Each structure is followed by: GPR151 ag	FBW7 act	MITF inh	TEAD-YAP inh
Cc1cc(C)nc(SCc2cc(=O)c(OC(=O)c3cc(Br)ccc3Cl)co2)n1
 : -1.0	-0.1	17	-10
N#C/C(=C/c1c(F)cccc1Cl)C(N)=O
 : -1.0	0.0	1	0
OCCNCCCCOc1ccc(Br)cc1
 : -0.4	-0.2	-3	-11
Cc1ccc(CN2CCNC(=O)C2CC(=O)N(C)C2CCOCC2)cc1 (centres undefined)
 : 3.4	-0.2	0	-3
CC(=O)Nc1cccc(-c2cnc3[nH]c(=O)n([C@H](C)c4ccccc4)c3n2)c1
 : -0.3	0.0	3	1
COc1ccccc1C1(C(=O)NCc2ccc(F)cc2)CCOCC1
 : -2.1	0.8	4	14
CCOC(=O)CCC(=O)Nc1c(C(=O)Nc2ccc(F)c(F)c2)oc2ccccc12
 : 0.9	0.3	6	-7
CCCCOc1ccc(N2CC(C(=O)NCc3ccco3)CC2=O)cc1 (centres undefined)
 : -0.3	0.1	12	5
COc1cccc(NC(=O)CCC2CCN(C(=O)C3CCCO3)CC2)c1 (centres undefined)
 : 0.6	-0.1	5	-2
CC(C)C(NS(C)(=O)=O)c1nnc2n1CCN(Cc1cccnc1)CC2 (centres undefined)
 : 0.3	-0.1	-12	4
Cc1ccccc1CNC(=O)C(=O)Nc1ccc(Cl)cc1
 : -1.2	-0.1	-4	-17
CCCCC1(C)OC(=O)C(=Cc2cc(I)c(O)c(OC)c2)C(=O)O1 (centres undefined)
 : -1.5	0.4	28	-2
Cc1ccc(-n2c(=S)sc3c(=O)n(-c4ccccc4C)c(SCC#N)nc32)cc1C
 : -1.5	-0.1	7	-18
O=C(Cn1c2ccccc2c(=O)c2ccccc21)N/N=C/c1ccccc1O
 : 1.0	0.1	15	45*
Cc1nn(-c2ccccc2)c(C)c1CC(=O)NCC1Cc2cccc(-c3cnccn3)c2O1 (centres undefined)
 : -0.8	0.0	10	6

# Single entries from the list:
# Value for `COc1ccccc1C1(C(=O)NCc2ccc(F)cc2)CCOCC1` in GPR151 ag: -2.1
# Value for `O=C(Cn1c2ccccc2c(=O)c2ccccc21)N/N=C/c1ccccc1O` in TEAD-YAP inh: 45*
# Value for `Cc1ccc(CN2CCNC(=O)C2CC(=O)N(C)C2CCOCC2)cc1` (centres undefined) in FBW7 act: -0.2
# Value for `CCCCOc1ccc(N2CC(C(=O)NCc3ccco3)CC2=O)cc1` (centres undefined) in MITF inh: 12
# Value for `CC(=O)Nc1cccc(-c2cnc3[nH]c(=O)n([C@H](C)c4ccccc4)c3n2)c1` in FBW7 act: 0.0

# (next part)
# Each structure is followed by: GPR151 ag	FBW7 act	MITF inh	TEAD-YAP inh
C=CCNC(=O)CC1C(=O)NCCN1CC(c1ccccc1)c1ccccc1 (centres undefined)
 : 1.9	-0.1	1	-4
COc1ccc(-n2cc(-c3ccccc3)c3c(Nc4ccccc4OC)ncnc32)cc1
 : 2.8	-0.1	11	5
CC1=CN2C(=NC(=O)CC2(C)C(=O)N(CC(=O)NC2CCCC2)c2ccccc2C)C=C1 (centres undefined)
 : 0.2	-0.4	-11	-3
CCN(CC)C(=O)CN1C(=O)COc2ccc(S(=O)(=O)N3CCOCC3)cc21
 : -0.4	0.0	-3	-1
O=C(O)CCN1C(=O)/C(=C/c2ccccc2OC(F)F)SC1=S
 : -0.2	0.1	2	0
COC(=O)C1=C(C)NC(=O)/C1=C\c1ccc(O)cc1
 : 0.5	0.0	9	-2
Fc1ccccc1Nc1ncnc2c1oc1ccccc12
 : -0.8	0.1	7	-84
O=C(NNC(=O)C12CC3CC(CC(C3)C1)C2)c1cccc(Br)c1
 : -0.7	0.0	4	3
N#C/C(=C/c1ccccc1Cl)c1nc2ccccc2c(=O)[nH]1
 : -0.5	0.3	6	9
COC(=O)c1c(-c2cc(C)ccc2C)csc1NC(=O)C1CC=CCC1C(=O)O (centres undefined)
 : 1.4	0.1	11	-5
COCCCn1c(-c2ccc(Cl)cc2)nc2c(c(=O)c3ccccc3n2C)c1=O
 : -0.7	0.1	-15	4
CCN1C(=O)/C(=C\C(=O)c2ccc(Br)s2)c2cc([N+](=O)[O-])ccc21
 : 1.8	0.1	12	1
C=CCOc1ccc(/C(O)=C2/C(=O)C(=O)N(CCCN3CCOCC3)C2c2ccc(C)cc2)c(C)c1 (centres undefined)
 : 0.3	-0.1	3	-1
OCCNc1nc(Cl)nc(N2CCC(Cc3ccccc3)CC2)n1
 : 0.7	-0.1	6	5
O=C(CCC1COc2ccccc2O1)NCc1ccccc1 (centres undefined)
 : 2.4	-0.1	-10	0

# Reprinted from the listing, two compounds:
# Each structure is followed by: GPR151 ag	FBW7 act	MITF inh	TEAD-YAP inh
OCCNc1nc(Cl)nc(N2CCC(Cc3ccccc3)CC2)n1
 : 0.7	-0.1	6	5
O=C(CCC1COc2ccccc2O1)NCc1ccccc1 (centres undefined)
 : 2.4	-0.1	-10	0

# The results go on.
# Each structure is followed by: GPR151 ag	FBW7 act	MITF inh	TEAD-YAP inh
COc1ccc(C2c3c(oc4ccccc4c3=O)C(=O)N2CCCO)cc1 (centres undefined)
 : 0.4	-0.2	3	-8
O=C(C1CC1)N1CCc2cc(Br)cc(S(=O)(=O)N3CCCC3)c21
 : -0.9	-0.1	-10	-11
COc1cc(CN2CCNC(=O)C2CC(=O)NCCc2cccnc2)cc(OC)c1 (centres undefined)
 : 1.2	0.1	17	-5
CCCNC(=O)C(=O)N/N=C/c1ccc(Cl)cc1
 : -0.9	0.1	-14	-6
COc1ccccc1OC(C)C(=O)O (centres undefined)
 : 0.4	0.2	-4	1
Cn1c(SCC(=O)c2ccc3c(c2)Cc2ccccc2-3)nnc1-c1ccccc1
 : 1.8	0.0	6	-3
Cc1cc(C)c2oc(-c3ccc(C)c(NC(=O)c4ccccc4[N+](=O)[O-])c3)nc2c1
 : 0.6	0.0	-3	0
Cc1ccc(NC(=O)c2cc3nc(-c4ccc5c(c4)OCO5)cc(C(F)(F)F)n3n2)cc1
 : 0.0	0.7	2	2
O=C(Nc1c(Cl)cccc1Cl)N[C@H]1C[C@H]2C(=O)N3CCC[C@@H]3C(=O)N2C1
 : -0.2	-0.1	1	-8
COc1ccc(C(=O)n2nnc3ccccc32)cc1OC
 : -0.3	0.0	5	-2
CN1CCC(N(C)Cc2ccc([N+](=O)[O-])cc2)CC1
 : -0.3	0.0	38	-8
O=C(CSc1nc2ccccc2n1S(=O)(=O)c1ccc(Cl)cc1)NCc1cccs1
 : 1.1	0.5	8	-9
O=C(O)c1ccc(-n2nnnc2SCC(=O)c2ccc([N+](=O)[O-])cc2)cc1
 : 1.0	-0.1	1	-2
Cc1ncc([N+](=O)[O-])n1Cc1cccc(I)c1
 : -0.9	0.0	17	-3
O=C(NC(=S)Nc1ccccc1CO)C1CCCCC1
 : 0.8	-0.1	10	0

# Further structures.
# Each structure is followed by: GPR151 ag	FBW7 act	MITF inh	TEAD-YAP inh
CCOc1cc(CNCCN2CCOCC2)ccc1OCc1ccccc1Cl
 : 0.2	0.8	6	-2
Cc1cc2nc(-c3cccc(NC(=O)c4cccc5ccccc45)c3)oc2cc1C
 : -1.1	0.7	19	-2
CC1(C)C(=O)NCCN1C(=O)CSc1nccc(-c2ccc(Cl)cc2)n1
 : -0.4	0.3	9	3
Cc1ccc(SCC(=O)NNC(=O)c2cccs2)cc1
 : -0.8	-0.2	-4	-7
COc1ccc(OC)c(/C=N/NC(=O)COc2ccc(I)cc2)c1
 : 1.6	0.0	-2	-1

# Source: PubChem (The Scripps Research Institute Molecular Screening Center)
